D1 ag: Allosteric Agonists of the Human D1 Dopamine Receptor: qHTS; D(1A) dopamine receptor (Homo sapiens), P21728; HEK293 T-REx D1 cells, calcium flux, agonist mode; activation, % at 2 µM; 1% of 360,000 active; AID 504660, 2011; further: 0% is about no effect
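Agonism was scored from calcium flux recorded over 180 s (1 read/s) after pintool compound addition, following a 10-cycle baseline. Cells were inducible force-coupled HEK293 TREx D1, plated overnight at 30 C and loaded with no-wash calcium dye.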
TRHR agonist: qHTS for Small Molecule Agonists and Allosteric Enhancers of Human TRH Receptor: Primary Screen for Agonists | AID 493084, 2011 | TRHR cells, calcium flux fluo-8, FDSS agonist mode | Thyrotropin-releasing hormone receptor (Homo sapiens), P34981 | activation, % at 2 µM | 0.18% of 360,000 active; further: 0% is about no effect
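Steps: seed TRHR cells overnight; add fluo-8 no-wash Ca dye, RT 30 min–1.5 h; record 10 s baseline; pin-transfer compounds; monitor fluorescence 1 cycle/s for the agonist window. Calcium increases flag candidate agonists.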
RXFP1 antag: qHTS Assay for Antagonists of the Relaxin Receptor RXFP1; Relaxin receptor 1 (Homo sapiens), Q9HBX9; HEK293-RXFP1, relaxin-stimulated cAMP HTRF, 30 min; hits give low values; activity change, negative = inhibition, % at 57.5 µM; 0.59% of 350,000 active; AID 1259400, 2018;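 active means activity change of -60% or lower, but not beyond a set lower limit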; further: on the % scale 0 is the no-effect control and ±100 the full control effect
Target sequence (Q9HBX9 whole entry, looked up): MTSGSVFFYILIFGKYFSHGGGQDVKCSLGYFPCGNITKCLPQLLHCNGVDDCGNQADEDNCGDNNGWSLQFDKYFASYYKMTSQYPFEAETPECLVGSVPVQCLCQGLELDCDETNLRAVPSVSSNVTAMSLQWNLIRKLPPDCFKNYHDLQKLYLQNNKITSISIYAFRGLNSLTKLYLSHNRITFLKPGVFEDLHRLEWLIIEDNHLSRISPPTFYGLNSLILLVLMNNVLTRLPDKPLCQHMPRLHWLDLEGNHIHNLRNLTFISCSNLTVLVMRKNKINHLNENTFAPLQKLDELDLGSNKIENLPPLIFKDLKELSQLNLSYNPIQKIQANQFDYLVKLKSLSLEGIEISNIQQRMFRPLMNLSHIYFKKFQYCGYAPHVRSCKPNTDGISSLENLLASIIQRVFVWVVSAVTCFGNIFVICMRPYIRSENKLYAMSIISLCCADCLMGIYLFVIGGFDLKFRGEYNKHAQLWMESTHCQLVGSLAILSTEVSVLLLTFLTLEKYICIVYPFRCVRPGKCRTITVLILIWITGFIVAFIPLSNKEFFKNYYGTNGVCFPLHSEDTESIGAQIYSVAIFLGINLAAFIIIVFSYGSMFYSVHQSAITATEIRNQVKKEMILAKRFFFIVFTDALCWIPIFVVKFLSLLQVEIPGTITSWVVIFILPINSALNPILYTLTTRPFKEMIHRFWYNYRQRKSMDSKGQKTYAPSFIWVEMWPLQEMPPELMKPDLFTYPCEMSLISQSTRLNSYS
D1 potentiator: Potentiators of Human D1 Dopamine Receptor: qHTS | D(1A) dopamine receptor (Homo sapiens), P21728 | 0.036% of 360,000 active | potentiation, % at 10 µM | HEK293 TREx D1 cells, calcium flux, dopamine EC20 potentiation; in the data active means potentiation above about 30%; further: 0% is about no effect
D1 antagonist: Antagonist of Human D 1 Dopamine Receptor: qHTS; D(1A) dopamine receptor (Homo sapiens), P21728; activity change, negative = inhibition, % at 10 µM; HEK293 TREx D1 cells, calcium flux, dopamine EC80; hits give low values; 3.2% of 360,000 active; in the data active means activity change below about -30%; further: on the % scale 0 is the no-effect control and ±100 the full control effect
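Tetracycline-induced HEK293 T-REx cells with force-coupled D1 receptor were loaded with a no-wash calcium dye. Compound was added after a 10 s baseline and read kinetically for 180 s; EC80 dopamine was then added and calcium flux followed another 180 s.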
TRHR PAM: qHTS for Small Molecule Agonists and Allosteric Enhancers of Human TRH Receptor: Primary Screen for Enhancers; enhancement, % at 2 µM; TRHR cells, fluo-8 calcium fluorescence, EC20 TRH enhancement; 0.66% of 360,000 active; AID 493056, 2011; in the data active means enhancement above about 30%; further: 0% is about no effect
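Enhancer read-out: after compound pinning and an initial kinetic agonist-mode read, an EC20 of TRH (10 nM final) was injected and fluo-8 calcium signal (Ex 480/Em 530) followed at 1 s/cycle for 100 cycles in TRHR-expressing cells.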
D2 antagonist: HTS Assay for Allosteric Antagonists of the Human D2 Dopamine Receptor: Primary Screen for Antagonists | D(2) dopamine receptor (Homo sapiens), P14416 | inhibition, % at 10 µM | AID 485344, 2010 | HEK293 TREx D2 cells, calcium flux, dopamine EC80 | 2% of 340,000 active; in the data active means inhibition above about 30%; further: 0% is about no effect
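HEK293 T-REx D2 cells, tet-induced, calcium dye no-wash. Cpd pintool add, 180 s kinetic, then EC80 DA, 180 s kinetic. Ca flux read.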
D2 PAM: HTS Assay for Positive Allosteric Modulators of the Human D2 Dopamine Receptor: Primary Screen for Potentiators; D(2) dopamine receptor (Homo sapiens), P14416; HEK293 T-REx D2, calcium flux, EC20 dopamine potentiation; potentiation, % at 10 µM; 0.34% of 340,000 active; AID 485347, 2010;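 active means potentiation over 3 SD above the plate norm, cut at about 30% in these data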; further: 0% is about no effect
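Cells plated with tetracycline inducer and held overnight at 30 C; calcium dye loaded 30–90 min at room temperature; baseline taken, compound added and read 180 s; EC20 dopamine then added and read 180 s.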
D2 agonist: HTS Assay for Allosteric Agonists of the Human D2 Dopamine Receptor: Primary Screen for Agonists. AID 485358, 2010. D(2) dopamine receptor (Homo sapiens), P14416. activation, % at 2 µM. HEK293 T-REx D2 cells, calcium flux agonist mode. 0.53% of 340,000 active;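 active means activation over 3 SD above normal in the single-dose calcium agonist read, cut at about 30% in these data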; further: 0% is about no effect
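Agonism is scored from calcium flux in a force-coupled, inducible HEK293 cell line expressing D2, read kinetically for 180 s after compound addition against dopamine controls.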
Numbers without * were called inactive; . = not tested or not shown. Unless noted, no stated cut-off is given here; in the data, active means activation above about 30%; inactive means the rest.

SMILES | D1 ag | TRHR agonist | RXFP1 antag | D1 potentiator | D1 antagonist | TRHR PAM | D2 antagonist | D2 PAM | D2 agonist
Cc1cccc(C(=O)NCC(=O)OCC(=O)N(C)CC(=O)Nc2ccc(F)cc2)c1 | 2 | 1.2 | -7 | 1 | -3 | -8 | 11 | 7 | 2.1
CCOC(=O)Cn1c(=O)c2c(nc(Br)n2Cc2ccccc2Cl)n(C)c1=O | 0 | -0.3 | -10 | -6 | 8 | -1 | 24 | -3 | 0.1
CCN(CC)CCCNC(=O)CN1C(=O)CCn2nc(-c3cn(C)c4ccccc34)cc21 | 2 | 0.1 | -8 | 4 | 9 | -1 | . | -6 | -0.8
CCOC(=O)CSc1nc2cc(C(=O)NCc3ccco3)ccc2c(=O)n1C1CCCCC1 | 3 | 1.4 | 2 | 3 | -3 | 6 | -4 | 6 | 0.7
Cc1ccn2cc(-c3cccc(NS(C)(=O)=O)c3)nc2c1 | 4 | -1.1 | -30 | 0 | 9 | -4 | 8 | -3 | -1.0
C(=N\n1cnnc1)/c1ccccn1 | 0 | 0.3 | 2 | -1 | -1 | -3 | -1 | -13 | 1.1
CCOCCCNc1ccc(N2C(=O)CCCC2=O)cc1[N+](=O)[O-] | 2 | 1.2 | 15 | -2 | 3 | 2 | . | . | .
O=C(c1cc(-c2ccccc2)nc2ccccc12)N1N=C(C(F)F)CC1(O)C(F)F (stereo not drawn) | 2 | -0.1 | -2 | -2 | 2 | -5 | -8 | -10 | 0.1
CCC(CC)C(=O)Nc1ccc([N+](=O)[O-])cn1 | 0 | -0.5 | -4 | -5 | -19 | 13 | -8 | -3 | -0.3
COc1cc(Cl)cc(C(=O)O)c1OCC(=O)O | 2 | 0.5 | 10 | 2 | 7 | -2 | 6 | 5 | 0.8
CCC(=NCc1ccco1)c1c(C(F)(F)F)[nH]n(-c2nc3ccccc3s2)c1=O | 4 | -1.1 | 8 | 1 | 5 | -3 | -20 | -3 | 0.6
CCN(CC)S(=O)(=O)c1ccc(NC(=O)c2nc3nc(C)cc(C)n3n2)cc1 | 2 | 1.2 | . | -3 | 3 | 14 | 4 | 5 | 0.8
CO/N=C\CC(=O)Nc1ccc(Cl)cc1Cl | 1 | -1.2 | 1 | 3 | -17 | 4 | -37 | 16 | 0.7
COc1cc(C2C(C(=O)c3cc4ccccc4o3)=C(O)C(=O)N2c2cc(C)on2)cc(OC)c1OC (stereo not drawn) | 4 | 0.5 | 6 | -6 | -6 | -4 | 0 | 1 | 0.7
COc1ccc(CCNC(=O)Cn2cc(S(=O)(=O)Cc3cccc(Cl)c3)c3ccccc32)cc1OC | 10 | -0.8 | -14 | -3 | -10 | 10 | . | 2 | -1.0
NC(=O)c1cnn(C2CCS(=O)(=O)C2)c1 (stereo not drawn) | 4 | 0.4 | 1 | -1 | 2 | -2 | 0 | 4 | -0.4
O=C1NC2(NN1c1ccccc1)C1CC3CC(C1)CC2C3 (stereo not drawn) | 43* | 4.9 | -8 | 6 | 5 | -1 | 15 | 9 | 1.7
COc1ccc(CC(=S)N2CCOCC2)cc1F | 6 | -0.1 | -21 | 4 | 8 | 6 | -3 | -1 | 0.1
Nc1nn(-c2ccccc2)nc1C(=O)OCc1ccccc1F | 7 | 0.1 | . | -2 | 0 | -1 | -13 | -4 | -2.1
COc1ccc(C2C(C(=O)Nc3cc(OC)c(OC)c(OC)c3)c3ccccc3C(=O)N2C)cc1 (stereo not drawn) | 3 | -0.3 | -1 | -3 | -3 | 6 | 7 | 0 | -1.4
CCn1nc(C)c2c(-c3ccccc3)cc(=O)n(C(C)C(=O)NCc3ccc(C)cc3)c21 (stereo not drawn) | 15 | -0.6 | -30 | -6 | 2 | -4 | . | . | -0.1
CSc1nc2c(c(=O)n1C)SC(C)C2 (stereo not drawn) | 1 | -0.2 | 0 | -5 | -1 | -6 | 20 | 1 | 0.6
CCN(CC)S(=O)(=O)c1ccc2c(c1)nc(SCC(N)=O)n2-c1ccc(OC)cc1 | 3 | -0.1 | -1 | -6 | 7 | 27 | 1 | -3 | -0.1
Cc1ccc(NC(=O)CSc2nc3ncccc3[nH]2)cc1F | 6 | -0.3 | 4 | -4 | -2 | 5 | . | -19 | -1.7
COc1ccc(C)cc1NC(=O)C1CCN(S(=O)(=O)Cc2ccccc2)CC1 | 0 | 0.0 | 0 | 3 | -47* | 4 | . | 7 | 0.8
COc1ccc(-n2c(SCC(=O)Nc3ccccc3OC)nc(O)c(Cc3ccccc3)c2=O)cc1 | 2 | -0.1 | -10 | 7 | 10 | 2 | 8 | 21 | 0.9
Cc1ccc(NC(=O)C2CCN(S(=O)(=O)c3ccc4[nH]c(=O)oc4c3)CC2)cc1F | 6 | 0.1 | -3 | -2 | -3 | 6 | 6 | 18 | 0.1
Cc1ccccc1NC(=O)CSc1nn2c(=O)c(C)nnc2s1 | 1 | 0.2 | -22 | 3 | 2 | 14 | 12 | 15 | 2.3
O=C(COC(=O)C1CC(O)CN1C(=O)Oc1ccccc1)c1ccc(Br)cc1 (stereo not drawn) | 2 | -0.5 | 6 | -3 | 3 | 1 | . | 7 | .
COC(=O)[C@H](Cc1ccccc1)NC(=O)[C@@H](N)CC(=O)OCc1ccccc1 | -1 | -0.2 | . | -5 | . | -2 | -4 | -1 | 0.0
O=C(CN1C(=O)CC(c2ccco2)Sc2ccccc21)Nc1cccc(C(F)(F)F)c1 (stereo not drawn) | 22 | -0.5 | . | -3 | -29 | 8 | . | 24 | -0.1
OCCN1CCN(CCOc2cccc(Cl)c2)CC1 | 4 | 0.1 | 5 | -4 | -13 | -4 | 76* | -23 | 33*
Cc1nc(N2CCOCC2)c2c(C(=O)NCCc3ccccc3)c(C)oc2n1 | 1 | 0.3 | 13 | -2 | 1 | -16 | . | -10 | -1.1
CCN(CC)CCCNc1ccc(-c2nnc(-c3ccc(OCC(C)C)cc3)o2)cn1 | 21 | 0.6 | 5 | -8 | -3 | 7 | -2 | -8 | -0.8
Cn1cnc2c1c(=O)n(Cc1cccc(Br)c1)c(=O)n2C | 4 | 0.6 | -4 | -2 | 5 | 8 | -19 | 17 | 0.0
Cc1ccc(Cl)cc1NC(=O)c1cc(NC(=O)CCCC(=O)O)ccc1N1CCCCC1 | 2 | 0.1 | -16 | -6 | 8 | -6 | 3 | 0 | -0.3
CCOC(=O)C(C(=O)NCc1ccc(F)cc1)c1ncc(C(F)(F)F)cc1Cl (stereo not drawn) | 7 | -0.9 | 0 | -4 | 7 | -5 | -6 | 7 | -0.3
CCCc1cc(C(=O)NC(C)C2CCCO2)cs1 (stereo not drawn) | 2 | -1.1 | 2 | 2 | -1 | 0 | -8 | -6 | -1.5
CCOc1ccccc1CN1CCNC(=O)C1CC(=O)NCc1nc(C)cs1 (stereo not drawn) | 3 | -0.2 | -8 | 0 | 13 | 3 | 5 | 5 | 0.5
O=C(O)c1cc(NCc2ccccc2)ccc1N1CCOCC1 | 3 | -0.8 | 0 | -7 | 9 | 0 | -3 | 1 | 0.7

Complete entries, quoted from the list.
`CCOC(=O)C(C(=O)NCc1ccc(F)cc1)c1ncc(C(F)(F)F)cc1Cl` (stereo not drawn) as listed: D1 ag = 7; TRHR agonist = -0.9; RXFP1 antag = 0; D1 potentiator = -4; D1 antagonist = 7; TRHR PAM = -5; D2 antagonist = -6; D2 PAM = 7; D2 agonist = -0.3
`O=C(COC(=O)C1CC(O)CN1C(=O)Oc1ccccc1)c1ccc(Br)cc1` (stereo not drawn) as listed: D1 ag = 2; TRHR agonist = -0.5; RXFP1 antag = 6; D1 potentiator = -3; D1 antagonist = 3; TRHR PAM = 1; D2 antagonist = .; D2 PAM = 7; D2 agonist = .
`COC(=O)[C@H](Cc1ccccc1)NC(=O)[C@@H](N)CC(=O)OCc1ccccc1` as listed: D1 ag = -1; TRHR agonist = -0.2; RXFP1 antag = .; D1 potentiator = -5; D1 antagonist = .; TRHR PAM = -2; D2 antagonist = -4; D2 PAM = -1; D2 agonist = 0.0

Next part:
SMILES | D1 ag | TRHR agonist | RXFP1 antag | D1 potentiator | D1 antagonist | TRHR PAM | D2 antagonist | D2 PAM | D2 agonist
O=C(c1cc(Cl)cc(Cl)c1)N1CCN(c2cc(C(F)(F)F)nc3ccccc23)CC1 | 1 | 0.7 | -2 | 1 | 5 | -10 | -14 | 1 | -0.6
CC(C)[C@H](NC(=O)[C@@H]1Cc2c([nH]c3ccccc23)C2c3ccccc3C(=O)N21)C(=O)N1CCC[C@@H]1C(=O)O (stereo partly drawn) | 1 | 0.2 | . | 3 | -4 | -2 | -14 | -12 | -1.1
CC1CC(C)CN(C(=O)c2ccc3nc[nH]c3c2)C1 (stereo not drawn) | 3 | 0.3 | 9 | 14 | 13 | 3 | 2 | 9 | 0.2
O=C(CCNS(=O)(=O)c1cccs1)N1CCN(c2cccc(Cl)c2)CC1 | 3 | -0.8 | 2 | -8 | -10 | 0 | -4 | 1 | 0.5
Cc1ccc(S(=O)(=O)NCC(=O)OCC(=O)NC(=O)c2cccn2C)cc1 | 0 | -0.6 | 16 | -2 | 2 | -5 | 6 | -4 | 0.5
COc1ccc(C(=O)N(C)Cc2ccc(C)o2)cc1OC1CCN(C(C)=O)CC1 | 1 | 0.8 | -2 | 3 | -5 | -15 | -4 | 11 | -0.2
Cc1ccc(-n2c(N)c(C(=O)N3CCOCC3)sc2=S)c(C)c1 | 2 | -0.4 | 6 | 0 | -9 | -1 | 10 | -11 | 0.4
O=C(CSc1ccc2nnc(-c3cccnc3)n2n1)N1CCOCC1 | 1 | -0.3 | . | -5 | -11 | -6 | -8 | 8 | 0.4
CCOC(=O)c1c(C)[nH]c(C)c1S(=O)(=O)N1CCCC(C(=O)Nc2ccccc2OCC)C1 (stereo not drawn) | 3 | -0.3 | . | -3 | 8 | -6 | . | 0 | -0.4
O=c1[nH]c2ccccc2nc1Cc1ccc(Cl)cc1 | 14 | 12 | 3 | . | 0 | -9 | -3 | 0 | 11
Cc1ccnc(NC(=O)CCC(=O)N(CC(=O)NC2CCCCC2)Cc2ccc3c(c2)OCO3)c1 | 1 | -1.3 | . | -3 | 0 | -5 | 17 | 2 | 0.2

Entries above printed as active in D2 antagonist:
Molecule	D1 ag	RXFP1 antag	D1 potentiator	D1 antagonist	TRHR PAM	D2 antagonist	D2 PAM
OCCN1CCN(CCOc2cccc(Cl)c2)CC1	4	5	-4	-13	-4	76*	-23
